TRHR ag – agonists of human TRH receptor; actives 0.18% (n = 360,000); TRHR cells, calcium flux fluo-8, FDSS agonist mode; AID 493084; activation, % at 2 µM; in the data active = activation above about 30%; note: 0% is about no effect
Target sequence (P34981 whole entry, looked up): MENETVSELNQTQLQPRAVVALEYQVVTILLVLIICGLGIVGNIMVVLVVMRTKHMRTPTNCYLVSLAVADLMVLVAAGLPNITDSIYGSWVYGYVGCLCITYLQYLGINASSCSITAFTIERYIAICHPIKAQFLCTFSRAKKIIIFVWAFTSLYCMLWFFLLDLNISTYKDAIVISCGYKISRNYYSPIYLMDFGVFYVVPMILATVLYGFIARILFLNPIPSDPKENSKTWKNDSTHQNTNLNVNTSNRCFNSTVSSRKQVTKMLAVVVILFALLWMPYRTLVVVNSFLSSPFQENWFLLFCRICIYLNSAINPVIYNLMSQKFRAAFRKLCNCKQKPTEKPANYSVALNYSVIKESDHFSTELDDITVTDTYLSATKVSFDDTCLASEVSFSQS
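Agonist-mode FDSS calcium read (Ex 480/Em 530, 1 s cycles) in 1536-well TRHR cells with fluo-8 dye, after 10-cycle baseline and 23 nL compound addition; TRH at EC20 (10 nM final) added afterwards for the enhancer phase.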
D2 antag – antagonists of human D2 dopamine receptor; actives 2% (n = 340,000); AID 485344; inhibition, % at 10 µM; P14416; HEK293 TREx D2 cells, calcium flux, dopamine EC80; in the data active = inhibition above about 30%; note: 0% is about no effect
Target sequence (P14416 whole entry, looked up): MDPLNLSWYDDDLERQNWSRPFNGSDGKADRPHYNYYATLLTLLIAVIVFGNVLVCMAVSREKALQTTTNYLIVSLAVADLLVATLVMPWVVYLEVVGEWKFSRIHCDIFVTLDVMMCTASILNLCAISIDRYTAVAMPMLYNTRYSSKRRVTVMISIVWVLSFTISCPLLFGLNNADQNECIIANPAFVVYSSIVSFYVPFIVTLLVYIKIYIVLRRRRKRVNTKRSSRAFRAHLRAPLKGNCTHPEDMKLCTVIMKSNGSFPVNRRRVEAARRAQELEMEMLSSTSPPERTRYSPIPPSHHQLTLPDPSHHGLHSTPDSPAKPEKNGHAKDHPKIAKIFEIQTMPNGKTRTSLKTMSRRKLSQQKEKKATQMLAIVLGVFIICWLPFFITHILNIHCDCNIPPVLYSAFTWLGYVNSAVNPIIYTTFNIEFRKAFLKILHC
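Read-out: kinetic calcium fluorescence (1 cycle/s) in inducible HEK293 T-REx D2 cells after an EC80 dopamine addition that followed 180 s compound preincubation. Loss of the dopamine response indicates antagonism.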
TRHR PAM – TRH receptor (human) allosteric enhancement | TRHR cells, fluo-8 calcium fluorescence, EC20 TRH enhancement | enhancement, % at 2 µM | actives 0.66% (n = 360,000); in the data active = enhancement above about 30%; note: 0% is about no effect
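Enhancer read-out: after compound pinning and an initial kinetic agonist-mode read, an EC20 of TRH (10 nM final) was injected and fluo-8 calcium signal (Ex 480/Em 530) followed at 1 s/cycle for 100 cycles in TRHR-expressing cells.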
mIDH1 inhibitor – human IDH1 R132H inhibition; O75874; IDH1-R132H enzyme, NADPH consumption, diaphorase/resazurin fluorescence; Potency, µM (titrated, usually from 76.6 µM), without a hit: top-dose activity change, negative = inhibition, actives largely listed as inhibitors; actives 0.093% (n = 390,000); note: potency is the fitted concentration of half-maximal effect; % is set by controls: 0 for no effect and ±100 for the full control effect; nearly all actives have a fitted effect of over 65% in size
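IDH1-R132H (0.5 ug/mL dispensed) in pH 7.5 Tris buffer was preincubated 30 min with compound, then given a substrate mix of 0.016 mM NADPH and 2 mM alpha-KG for 80 min at room temperature; remaining NADPH was read by diaphorase/resazurin fluorescence.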
D2 ag – activates the human D2 dopamine receptor; P14416; HEK293 T-REx D2 cells, calcium flux agonist mode; activation, % at 2 µM; actives 0.53% (n = 340,000); AID 485358;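 active = activation over 3 SD above normal in the single-dose calcium agonist read, cut at about 30% in these data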; note: 0% is about no effect
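Agonism scored from kinetic calcium signal (1 read/sec, 180 s) following compound pin transfer, after a 10 s baseline. Cells: HEK293 Trex line expressing inducible D2 receptor coupled to calcium, dye-loaded after overnight culture at 30 C.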
USP1 inh – inhibitors of human USP1/UAF1 deubiquitinase; actives 0.23% (n = 390,000); Potency, µM (doses to about 57.1 µM), without a hit: at the top dose activity change, negative = inhibition, hits mostly inhibitors; O94782; recombinant USP1/UAF1, Ub-Rhodamine cleavage fluorescence; note: potency is the fitted concentration of half-maximal effect; % is set by controls: 0 for no effect and ±100 for the full control effect; nearly all actives have a fitted effect of over 60% in size; inactives centre near -12
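USP1/UAF1 complex (1 nM) preincubated 15 min at room temperature with compound, then Ub-Rho substrate (150 nM final) added. Kinetic fluorescence at 480/540 nm over 6 reads at 60 s intervals; 50 mM HEPES pH 7.8, 0.5 mM EDTA, 0.1 mg/ml BSA, 1 mM TCEP, 0.01% Tween-20.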
Pin1 inh – blocks the human prolyl isomerase Pin1 | actives 0.009% (n = 390,000) | Potency, µM (titrated, usually from 115 µM), for the others: top-dose activity, negative = inhibition, usual class: inhibitors | Pin1 FP peptide displacement, HiFluor488, 10 min | Q13526; active = well fitted inhibition curve with a large enough effect in the polarisation, with a control signal flat, not every such curve was filed as active; inconclusive = small, poorly fitted or top-dose-only effect, or effect the other way, or a change in a side signal; inactive = no such curve, though single readings can be large or run the other way; the % refers to the polarisation; note: potency is the fitted concentration of half-maximal effect; % is set by controls: 0 for no effect and ±100 for the full control effect
Target sequence (Q13526 whole entry, looked up): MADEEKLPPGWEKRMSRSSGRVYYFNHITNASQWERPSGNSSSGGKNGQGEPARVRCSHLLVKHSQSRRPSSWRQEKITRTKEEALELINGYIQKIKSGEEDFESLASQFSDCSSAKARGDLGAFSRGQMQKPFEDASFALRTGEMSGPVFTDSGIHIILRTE
TrxR1 substrate – is turned over as a substrate by rat TrxR1. purified TrxR1 substrate turnover, NADPH consumption readout. actives 0.01% (n = 390,000). Potency, µM (doses to about 114 µM), without a hit: at the top dose activity change, negative = substrate turnover. O89049. AID 588456; note: potency is the fitted concentration of half-maximal effect; % is set by controls: 0 for no effect and ±100 for the full control effect; nearly all actives have a fitted effect of over 50% in size
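Rat TrxR1, dispensed at 90 nM, was prereduced with 400 uM NADPH (final) for 5 min at ~22 deg C, then incubated with compound 15 min before 400 uM selenite. A first-read NADPH fluorescence drop versus no-compound background flagged substrates.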
rTrxR1 inhibitor – blocks rat thioredoxin reductase 1; Potency, µM (top dose mostly 114 µM), for the others: top-dose activity change, negative = inhibition, hits mostly inhibitors; actives 1% (n = 390,000); O89049; recombinant rTrxR1, NADPH fluorescence consumption, selenite substrate; note: potency is the fitted concentration of half-maximal effect; % is set by controls: 0 for no effect and ±100 for the full control effect; nearly all actives have a fitted effect of over 65% in size
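Rat TrxR1 (90 nM in the dispensed reagent) was pre-reduced with 400 uM NADPH for 5 min at room temperature, then incubated with compound for 15 min. After 400 uM selenite was added, NADPH fluorescence (Ex 340/Em 450 nm) was followed for 8 min.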
Numbers without * were called inactive; ? = inconclusive; . = no result given; & = joins results of further samples; [ ] = remark or other dose. Unless noted, calls come from the whole dose curve; as a rule, active = well fitted inhibition curve with a large enough effect; inconclusive = small, poorly fitted or top-dose-only effect; inactive = no such curve, though single readings can be large or run the other way. Only part of the results is shown; count on the stated rates, not on these rows.

The line under a structure holds: TRHR ag	D2 antag	TRHR PAM	mIDH1 inhibitor	D2 ag	USP1 inh	Pin1 inh	TrxR1 substrate	rTrxR1 inhibitor
- Cn1nnc2cc(C(=O)Nc3ccc4ccccc4c3)ccc21
 : -0.1	6.5	2.0	2.2%	0.1	-4.0%	-0.2%	4.0%	8.3%
- Cc1cc(=O)[nH]c(N/N=C/c2ccc(F)cc2)n1
 : -0.2	-25.6	3.5	18.6%	-0.6	-19.8%	-0.1%	-1.6%	17.9%
- COc1ccc(NC(=O)c2c(F)c(F)c(F)c(F)c2F)cc1Cl
 : 0.4	-3.5	-2.5	-1.2%	1.2	-13.6%	-3.7%	-5.5%	-3.4%
- COc1ccccc1NC(=O)C1CCCN(S(=O)(=O)c2ccc3c(c2)CC(C)N3C(C)=O)C1 (configuration not stated)
 : -0.1	4.2	2.1	0.0%	0.9	-8.5%	0.8%	-3.9%	6.2%
- O=C1OCCC/C1=C\c1ccc2c(c1)OCO2
 : -0.6	14.0	14.4	6.6%	0.9	-23.8%	-0.1%	9.3%[57.1 µM]	12.6%[2.29 µM]
- Cc1cccc(NC(=O)c2nc[nH]c2C(=O)NCCCCCCNC(=O)c2[nH]cnc2C(=O)Nc2cccc(C)c2)c1
 : 1.1	2.8	11.1	-10.4%	1.1	-14.4%	9.8%	-8.3%	6.5%
- Oc1ccc(-c2[nH]ncc2-c2ccc(Cl)cc2)c(O)c1
 : 1.8	-0.6	4.7	-2.2%	0.2	-6.4%	0.9%	-18.0%	-13.8%
- C[C@H](CO)N1C[C@H](C)[C@@H](CN(C)CC2CCCCC2)Oc2ccc(NC(=O)CCN3CCOCC3)cc2C1=O
 : .	.	.	11.0%	.	?	-1.6%	3.4%	-5.3%[57.1 µM]
- CCCCn1c(N)c(N(CC(C)C)C(=O)c2oc3ccc(OC)cc3c2C)c(=O)[nH]c1=O
 : 0.3	-3.1	-4.6	5.3%	0.2	-7.9%	19.6%	-2.4%	-7.6%
- Cc1cccc(NC(=O)c2ccc(N(C)C3CCCCC3)c([N+](=O)[O-])c2)n1
 : -0.1	7.4	-4.1	10.1%	0.3	-7.1%	-16.4%	-17.5%	-11.8%
- COc1cc(-n2c(C)nc3cc(C(=O)N4CCOCC4)ccc32)cc(OC)c1OC
 : 0.2	-0.3	13.9	-3.4%	1.7	-15.5%	-5.1%	17.7%[57.1 µM]	-35.6%[57.1 µM]
- CCOC(=O)c1c(C)[nH]c(CCC(=O)NC(C)c2ccccc2)c1C (configuration not stated)
 : -0.1	.	-2.8	-14.9%	-0.1	-5.8%	1.7%	2.2%[57.1 µM]	11.4%[57.1 µM]
- COc1ccc(N/C=C(\C#N)c2ccc(OCCCF)cc2)cc1
 : -0.1	-34.8	1.3	-2.8%	0.1	-7.2%	-7.4%	-0.9%	-2.9%
- Brc1ccc(-c2cc3c(N4CCN(c5ccccc5)CC4)nccn3n2)cc1
 : 1.0	.	2.1	-15.5%	0.2	-14.2%	0.0%	1.3%	4.7%
- Cc1nn(CC(=O)NCCC2=CCCCC2)c(C)c1S(=O)(=O)N(C)C
 : .	.	.	0.0%	.	-19.4%	-5.2%	1.8%	-9.9%
- Cc1ccccc1C(=O)N/N=C1\SCC(=O)N1Cc1ccco1
 : 0.0	-6.9	36.7*	-0.9%	0.1	-11.4%	0.9%	12.1%[57.1 µM]	20.1%[11.4 µM]
- CCNC(=O)CSc1ncnc2sccc12
 : 0.2	13.0	5.2	1.9%	0.2	-12.5%	?	7.1%[57.1 µM]	8.8%[57.1 µM]
- O=C(c1cccc(S(=O)(=O)Nc2ccccc2F)c1)N1CCN(c2ccccc2F)CC1
 : -0.7	.	-6.0	-3.8%	.	-9.4%	1.8%	4.7%	15.1%[57.1 µM]
- COc1ccc(C(C(=O)NC2CCCC2)N(C(=O)Cc2cccs2)C2CC2)cc1OC (configuration not stated)
 : 0.5	-14.3	3.3	2.8%	0.0	-5.1%	1.6%	4.0%	4.5%
- COCCCNC(=O)C(C#N)c1nc2ccccc2nc1N1CCCC1 (configuration not stated)
 : -0.1	5.3	-6.8	5.9%	0.1	28.9%	?	10.9%	-10.5%
- CCOC(=O)C1=C(CSc2nc3c(cc2C#N)CN(C)CC3)OC(N)=C(C#N)C1c1ccc(F)cc1 (configuration not stated)
 : -0.7	1.6	2.5	-4.7%	-1.1	-21.2%	?	9.7%[57.1 µM]	?
- Cc1cccc(C)c1N1C(=O)c2cccc([N+](=O)[O-])c2C1=O
 : -0.7	12.4	0.1	2.7%	0.0	-22.9%	0.0%	-1.1%	-3.3%
- COc1cc(OC)cc(-c2nc(-c3cc4cc(C)ccc4nc3OC)no2)c1
 : 0.2	-8.8	-1.8	5.0%	1.3	3.4%	7.9%	7.5%	13.1%
- C#CC[N+](C)(C)CC#Cc1ccccc1
 : 1.3	13.7	-2.0	-2.7%	1.2	-7.5%	10.7%	5.0%	22.6%[57.1 µM]
- Cc1cccc(N(Cc2ccccc2)C(=O)c2ccc(S(C)(=O)=O)cc2)c1
 : -0.9	7.6	-4.4	2.7%	1.9	0.2%	1.2%	-4.7%	2.1%
- CCc1ccc(OCC(=O)NCc2ccco2)c(Br)c1
 : 0.0	-11.5	1.6	3.9%	0.1	?	0.1%	4.7%	?
- O=C(Nc1ccccc1C(=O)O)c1ccc(NC(=O)C2CC2)cc1
 : 0.0	-2.3	10.9	12.2%	-1.1	-10.1%	-4.7%	-1.7%	3.9%
- Cc1nc2sc(C(c3ccco3)N3CCC(C)CC3)c(O)n2n1 (configuration not stated)
 : 0.2	.	-1.9	-7.4%	.	-3.6%	1.8%	-2.6%[57.1 µM]	-40.1%
- COc1ccc(Cl)cc1S(=O)(=O)N1CCN(C(=O)c2n[nH]c(=O)c3ccccc23)CC1
 : .	.	.	-6.5%	.	-1.6%	-1.9%	-1.0%	16.2%
- Cc1ccccc1-c1nc2ccccc2c(=O)n1/N=C/c1ccccc1[N+](=O)[O-]
 : -0.7	-7.9	26.1	3.5%	0.8	6.3%	-0.1%	6.9%[57.1 µM]	10.3%[57.1 µM]
- COC(=O)CSc1ccc2nnc(CCNS(=O)(=O)c3ccccc3)n2n1
 : 1.0&0.8	7.0	-1.1&1.4	-8.0%&11.3%	1.1&1.7	-23.4%&-33.8%	-6.5%&-7.3%	1.6%[57.1 µM]	10.0%[57.1 µM]
- Cn1nnc(NC(=S)NC(=O)c2ccc(-c3ccc(Br)cc3)o2)n1
 : 0.7	6.9	0.2	9.4%	-1.1	-12.3%	-5.8%	6.0%	-21.4%
- COc1ccc(N2C(=O)N3[C@H](c4cccc(C)c4)[C@@H]4C(=O)N(Cc5ccccc5)C(=O)[C@@H]4[C@]3(Cc3ccccc3)C2=O)cc1
 : 1.6	15.6	-5.4	30.5%	-0.1	-20.8%	19.5%	0.1%	16.3%
- Cc1ccsc1C(=O)OCC(=O)NCc1ccc(Cl)cc1
 : -0.8	18.5	-2.5	-4.2%	-0.5	-2.1%	-2.6%	-6.4%	-4.3%
- O=C(Nc1nnc(C2CC2)o1)c1ccc(S(=O)(=O)N2CCCCC2)cc1
 : 0.1	-10.4	3.3	-11.2%	-0.2	-14.2%	-6.7%	-0.4%	9.7%
- COc1cccc(CNC(=O)CCC2CCCN(C(=O)c3cccc(Cl)c3)C2)c1 (configuration not stated)
 : -0.6	9.0	-4.1	-4.8%	0.6	2.5%	-1.8%	-9.1%	-9.7%
- CCOC(=O)c1sc(=S)n(C)c1C
 : 0.3	3.0	0.4	2.5%	0.5	-17.4%	0.2%	-5.1%	-5.7%
- O=C(/C=C/c1ccco1)Nc1scc(-c2ccccc2)c1C(=O)O
 : -0.3	-30.3	-0.2	29.8%	0.2	-15.1%	?	-6.8%	?
- COc1cccc(-n2cc(C(=O)Nc3cc(C)c(Cl)cc3OC)c3ccccc3c2=O)c1
 : -0.3	.	-1.5	-6.2%	0.2	-17.7%	-3.7%	-5.4%	-1.6%
- COc1cccc(Cn2cc(/C=N/NC(=O)c3cc(O)cc(O)c3)c3ccccc32)c1
 : -0.2	-5.0	-7.4	?	0.1	-16.9%	6.7%	3.5%	6.3%
- CCC(C(=O)OCC(=O)Nc1c(C)nn(-c2ccccc2)c1C)c1ccccc1 (configuration not stated)
 : -0.3	18.4	3.6	-5.6%	-0.2	-4.0%	-3.3%	-8.3%[57.1 µM]	-6.6%
- CC(=O)c1cccc(S(=O)(=O)NC2CCCCCC2)c1
 : 0.7	2.9	2.0	4.1%	0.8	-16.9%	-2.6%	4.2%[11.4 µM]	11.6%[11.4 µM]
- Cc1ccc2c(CC(=O)Nc3ccc(S(=O)(=O)N4CCCCC4)cc3)coc2c1
 : 2.4	.	0.6	3.6%	2.6	-21.9%	15.4%	-6.1%	-4.8%
- CS(=O)(=O)N1CCN(c2ccc([N+](=O)[O-])c(NCc3ccccc3)c2)CC1
 : 0.2	13.4	0.3	10.5%	0.0	-11.3%	1.9%	-13.8%	-9.5%
- O=C(CNC(=O)c1ccco1)NCC(=O)OCc1ccc(Cl)cc1
 : 0.0	-1.5	2.6	-5.6%	0.0	-2.9%	-2.5%	3.5%	-5.3%
- CCN(CCCNC(=O)CCc1nc(-c2ccc(OC)cc2)no1)c1cccc(C)c1
 : 0.7	.	19.1	9.4%	.	-17.4%	-0.6%	-10.2%[57.1 µM]	12.2%
- CCN(CC)S(=O)(=O)c1ccc(NS(=O)(=O)c2ccc(C)c(C)c2)cc1
 : -0.4	-2.9	0.6	0.9%	1.2	-6.1%	-3.3%	4.5%	27.3%
- COc1ccc(CCNc2nc3c(-c4cccc(C)c4)nnn3c3ccccc23)cc1OC
 : 0.4	.	-0.5	23.8%	.	-8.7%	-4.6%	5.2%	14.0%
- O=C(NC(=O)c1csnn1)Nc1ccccc1Cl
 : 0.2	17.2	3.2	0.0%	-1.8	-12.4%	-7.5%	4.9%	34.8%

Screening data (PubChem BioAssay)
